Screening data as filed in PubChem.
Peg3 promoter – reduces Peg3 promoter-driven luciferase expression in HeLa | HeLa PEG-Prom luciferase reporter, luminescence, overnight | inhibition, % at 20 µM | hit rate 1.7% among 360,000;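 active = inhibition of at least 50% at 20 µM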
NR2E3 ag-1 – activates human photoreceptor nuclear receptor NR2E3 | Q9Y5X4 | GST-NR2E3/biotin-RetCOR TR-FRET, 1536-well | inhibition of corepressor binding, % at 4.78 µM | hit rate 0.12% among 320,000 | AID 2300;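 active = percent inhibition above the cutoff of mean plus 3 SD of all tested compounds, set per screening campaign, cut at about 20% in these data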;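 note: 0% = DMSO wells and 100% = biotin wells as full block of FRET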
Target sequence (Q9Y5X4 whole entry, looked up): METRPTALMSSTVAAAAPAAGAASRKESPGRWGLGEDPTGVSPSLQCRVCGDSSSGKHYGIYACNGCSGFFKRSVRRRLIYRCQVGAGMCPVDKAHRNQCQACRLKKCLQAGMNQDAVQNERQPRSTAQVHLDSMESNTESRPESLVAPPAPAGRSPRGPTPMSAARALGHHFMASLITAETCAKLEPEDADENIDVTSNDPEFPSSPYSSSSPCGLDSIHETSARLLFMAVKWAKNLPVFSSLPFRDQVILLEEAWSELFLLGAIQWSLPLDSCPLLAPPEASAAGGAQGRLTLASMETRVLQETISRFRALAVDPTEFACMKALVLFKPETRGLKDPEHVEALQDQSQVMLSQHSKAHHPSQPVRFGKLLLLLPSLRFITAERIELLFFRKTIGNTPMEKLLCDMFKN
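Material: NR2E3–RetCOR corepressor complex | Quantity: 1.35 nM GST-tagged NR2E3 final | Schedule: 5 h at 4 °C | Replication: Singlicate compound wells | Reagent: RetCOR corepressor, biotinylated, 7 nM | Controls: Biotin wells as high control, 0.6% DMSO wells as low control | Signal: TR-FRET, Eu(K)-anti-GST donor, streptavidin-D2 acceptor, ex 340, em 617/671 nm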
Shn3 3UTR inh – reduces Shn3 3'UTR luciferase signal in osteoblasts. inhibition, % at 12.5 µM. AID 588674. Clone20 osteoblast Shn3 3'UTR firefly luciferase, 24 h. hit rate 0.52% among 360,000;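 active = mean inhibition of at least 75% with every replicate also reaching 75%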;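 note: 0% = median of neutral control wells and 100% = pilot-screen positive control compound; some compounds past the cut are filed as inactive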
CaV13 FRET inh – Primary screen for inhibitors of IQ motif and Ca2+-dependent inactivation inhibitor domain binding in CACNA1D, Förster resonance energy transfer in living cells, … | HEK cells, CFP/YFP FRET ICDI-IQ, plate reader, 10 min; percent FRET-ratio fall versus neutral wells | inhibition, % at 12.3 µM | AID 743397 | hit rate 0.098% among 340,000;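 active = mean replicate inhibition of at least 30% and at least 1% of replicates passing that level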;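 note: 0% = median of the neutral control wells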
CF NFkB inh – blocks PAF-induced NF-kB reporter in cystic fibrosis cells | inhibition, % at 5 µM | AID 588850 | hit rate 0.86% among 360,000 | KKLEB NF-kB-GFP reporter, GFP fluorescence overnight;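 active = at least 50% inhibition at 5 µM, scaled per plate between neutral and stimulator controls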;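 note: PAF is a Pseudomonas aeruginosa culture filtrate used as stimulus; plate controls were PAF-stimulated DMSO wells for no effect and unstimulated DMSO wells for full effect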
PDI inh – inhibitors of human protein disulfide isomerase | hit rate 0.052% among 350,000 | P07237 | inhibition, % at 10 µM | PDI insulin aggregation turbidity, A650, 90 min;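 active = mean inhibition across replicates of 30% or more, whatever share of single replicates reach that level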;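 note: absorbance from insulin aggregation driven by PDI reduction with DTT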
Target sequence (P07237 whole entry, looked up): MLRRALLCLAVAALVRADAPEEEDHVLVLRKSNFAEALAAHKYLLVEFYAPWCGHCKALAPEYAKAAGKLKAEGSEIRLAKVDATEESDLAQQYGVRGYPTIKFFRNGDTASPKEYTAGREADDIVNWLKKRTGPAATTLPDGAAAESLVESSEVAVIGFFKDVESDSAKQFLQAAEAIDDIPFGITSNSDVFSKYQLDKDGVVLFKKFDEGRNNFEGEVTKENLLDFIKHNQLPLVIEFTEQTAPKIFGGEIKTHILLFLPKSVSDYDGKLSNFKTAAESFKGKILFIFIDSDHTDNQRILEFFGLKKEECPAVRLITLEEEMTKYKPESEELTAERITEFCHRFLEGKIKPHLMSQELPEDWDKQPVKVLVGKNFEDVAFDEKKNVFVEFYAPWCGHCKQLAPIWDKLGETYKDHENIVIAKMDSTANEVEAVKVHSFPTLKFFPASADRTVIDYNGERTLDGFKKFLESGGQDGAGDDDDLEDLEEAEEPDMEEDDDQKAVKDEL
Vif inh – inhibitors of HIV Vif | AID 602346 | hit rate 0.35% among 340,000 | inhibition, % at 7.49 µM | HEK293T cells, Vif self-association by quenched fluorescence, imaging, 24 h; in the data active = inhibition above about 50%, passing the limit was not always enough; note: some results filed as inactive read as strong as hits
KKLEB cytotox – counter-screen for CF NF-kB inhibitors: cytotoxicity | KKLEB CF airway cells viability, ATPlite luminescence, overnight; stronger effect = lower value; cells stimulated with P. aeruginosa culture filtrate | activity change (cytotoxicity), % at 5 µM | hit rate 0.36% among 360,000 | AID 602141;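 active = corrected activity change at or below -50% at 5 µM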
MITF TRPM1 inh – reduces MITF-dependent TRPM1 promoter luciferase signal | inhibition, % at 12.5 µM | AID 488899 | SK-MEL-5 TRPM1 promoter luciferase, 24 h | hit rate 0.83% among 330,000;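 active = mean inhibition across replicates of 60% or more, whatever share of single replicates reaches that level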; note: values of inactives mirror those of a sister screen read the other way
HIF-2a inh – HIF-2a inhibition. 786-0 RCC cells HIF-2a reporter, luciferase luminescence, overnight. inhibition, % at 18.8 µM. hit rate 0.72% among 360,000. AID 624352;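 active = inhibition of the luminescence signal of 40% or more relative to plate controls, in a single-dose primary screen at 18.75 µM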
NR2E3 ag-2 – activates human NR2E3 receptor; Q9Y5X4; CHO-S Gal4-NCOR/VP16-NR2E3 two-hybrid, luciferase; inhibition of corepressor binding, % at 3.98 µM; hit rate 0.35% among 360,000; AID 602229;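 active = inhibition above the mean of all tested compounds plus 3 SD, cut at about 70% in these data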;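 note: 0% = DMSO with NR2E3 transfected cells and 100% = cells lacking NR2E3 construct; higher means lower luciferase signal from less NR2E3 corepressor binding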
Numbers without * were called inactive; nt = no result given.

SMILES	Peg3 promoter	NR2E3 ag-1	Shn3 3UTR inh	CaV13 FRET inh	CF NFkB inh	PDI inh	Vif inh	KKLEB cytotox	MITF TRPM1 inh	HIF-2a inh	NR2E3 ag-2
O=C(Cc1ccc(Cl)cc1)Nc1ccc2c(c1)C(=O)NC2=O	17.8	2.3	13.4	-7.0	36.9	-2.6	0.6	-27.5	5.1	16.2	-30.5
Cc1ccc2oc(-c3ccco3)nc2c1	-134.4	0.1	-81.6	nt	-4.0	3.5	0.2	1.2	-51.3	-54.8	-5.8
Nc1n[nH]c(-c2ccccc2[N+](=O)[O-])n1	-1.0	-2.5	4.5	nt	-5.5	-0.2	2.1	5.9	6.8	9.3	-37.1
Cn1nnc2c(C(N)=O)ncn2c1=O	-2.5	6.1	10.5	-4.6	-6.6	-2.4	-7.2	-2.8	nt	-0.3	-4.9
Cc1ccc(Cl)c(OC(=O)C2CSC3(C)CCC(=O)N23)c1 (stereo not drawn)	-10.0	0.1	-9.2	-5.4	3.3	2.0	-7.1	12.2	2.2	14.4	5.9
CC(=O)c1cccc(NC(=O)CC2SC(N3CCCCC3)=NC2=O)c1 (stereo not drawn)	10.1	3.6	6.4	-5.6	4.3	-4.8	9.8	-5.4	4.6	-0.1	6.0
COCc1c(C(=O)OCC(=O)N2CCCC2=O)oc2ccccc12	5.1	4.8	-14.7	-5.8	-7.3	11.5	8.0	10.6	15.4	8.9	16.6
CCOC(=O)N1C(=O)[C@](c2ccc(Cl)cc2)(C(C)C)N1C(=O)OCC	67.9*	1.9	-6.6	-6.2	51.0*	-1.4	-1.4	-5.7	39.3	25.9	2.5
Cn1c(N=Nc2ccc(N3CCOCC3)cc2)[n+](C)c2ccccc21	-159.3	nt	-16.0	-18.4	10.4	7.2	6.1	-9.9	7.1	-43.1	-19.6
Cc1ccc(S(=O)(=O)Nc2ccccc2NS(=O)(=O)c2ccc(C)cc2)cc1	36.5	nt	2.6	-4.6	23.1	nt	-7.6	-18.0	nt	1.0	48.1
Cc1nccc(-c2cc(-c3ccc(Cl)cc3Cl)no2)n1	-347.5	1.8	-126.5	-21.5	-4.9	3.3	4.7	-11.8	-63.2	-324.6	-91.9
C[C@@H]1CCCCO[C@H](CN(C)C(=O)Nc2ccc(C(F)(F)F)cc2)[C@@H](C)CN([C@H](C)CO)C(=O)c2cc(NC(=O)c3ccncc3)ccc2O1	7.8	nt	-11.3	-3.6	-2.2	2.3	1.1	9.8	nt	12.9	-13.9
N#C/C(=C\N1CCOCC1)c1ccccc1	-12.1	0.1	-15.5	-4.4	8.8	-4.3	-5.1	-3.5	-1.9	-31.1	20.1
Cn1c(=O)[nH]c(=O)c2c1ncn2CCN1CCOCC1	-4.3	2.9	7.0	nt	6.0	3.6	-5.6	9.6	4.6	17.9	-6.3
CCn1c2c(c(=N)c3ccccc31)CCC2	22.1	1.4	6.9	-4.4	-14.1	0.9	-2.1	-13.4	8.1	21.1	-0.1
COc1cccc(CNC(=O)C(Cc2ccccc2)n2cccc2)c1 (stereo not drawn)	3.3	-1.7	-5.2	5.0	3.8	1.3	-2.0	14.8	-10.4	17.6	3.4
Cc1cc(C)c(NC(=O)CSc2ccc3nnc(CCNC(=O)c4ccccc4)n3n2)c(C)c1	19.7	-2.2	-7.1	-5.1	8.7	-1.2	3.3	0.5	3.4	24.9	8.4
CCCCC1=CC2=CC(=O)C(C)(OC(=O)CC)C(=O)C2=CN1Cc1ccc2c(c1)OCO2 (stereo not drawn)	-5.6	3.8	4.1	-7.7	19.7	4.5	-6.8	-5.2	-1.2	7.7	-14.1
COc1cccc(Oc2nccc(N(C)C)c2C#N)c1	-117.7	0.6	-12.9	-7.0	-4.5	-1.5	-3.1	5.3	-3.6	-99.8	-18.6
CCCn1c(CCNC(=O)c2ccco2)nc2ccccc21	0.0	-2.0	0.6	-17.9	10.4	4.4	-1.4	1.1	0.2	-2.0	-22.6
CC1=C(C(=O)OCc2ccccc2)C(c2ccc(Cl)cc2)NC(=O)N1C (stereo not drawn)	12.6	0.0	17.6	-3.1	0.3	-9.2	-13.1	2.6	4.2	26.0	-3.5
O=C(CSc1nnc(-c2ccncc2)n1CC1CCCO1)Nc1ccccc1Cl (stereo not drawn)	17.7	1.8	3.1	-1.0	9.1	-1.6	-1.0	3.3	1.2	24.0	-24.6
CCSc1nnc(-c2cnn(-c3ccccc3)c2-n2cccc2)n1C	7.7	-1.4	-2.2	-6.6	17.4	-0.4	0.4	-8.9	2.3	14.6	-16.3
CCCCN(CCCC)c1nc2ccccc2nc1NS(=O)(=O)c1ccc(NC(C)=O)cc1	28.2	0.6	-4.0	-2.4	-0.9	-6.3	-3.2	-2.8	1.2	10.4	-17.8
CCOC(=O)CSc1nnc(CNC(=O)c2ccc(S(=O)(=O)N3CCCCC3)cc2)n1C	2.4	3.4	-18.2	-4.1	13.7	-14.4	18.1	7.2	-0.7	7.3	-0.5
CCOC(=O)C1(Cc2ccc(OC)cc2)CCN(C(=O)C2CCCO2)CC1 (stereo not drawn)	-11.2	-3.1	-6.3	3.5	-4.3	7.5	-7.0	-20.6	-7.0	-31.1	-17.7
CC12CCC(C(=O)NCc3ccccn3)(OC1=O)C2(C)C (stereo not drawn)	2.5	1.5	-4.3	-5.5	9.2	15.4	-1.2	1.5	-0.1	7.4	-2.2
O=C(CCS(=O)(=O)Cc1ccccc1)N1CCN(Cc2ccccc2)CC1	4.3	5.7	6.3	-8.9	-3.3	0.7	-0.4	-4.4	-0.2	-9.1	2.8
COc1ccc(CN/C=C2\CCCCC2=O)cc1	-52.3	-0.8	2.1	-5.6	14.0	12.6	8.3	1.2	-7.1	-54.6	-18.1
CCOC(=O)C1CCN(C(=O)c2oc3ccc(S(=O)(=O)N4CC(C)CC(C)C4)cc3c2C)CC1 (stereo not drawn)	9.2	-1.2	13.1	-3.7	2.3	-4.3	-7.8	2.5	14.0	32.6	-16.3
COc1cc(NC(=O)c2c(OC)cccc2OC)ccc1NC(=O)c1cc2ccccc2o1	-216.5	3.2	-35.7	-1.3	16.6	-3.5	-9.1	-3.9	-92.0	-396.8	-48.4
O=C1CCCc2nn(-c3ccccc3)nc21	-58.4	-2.0	-10.1	-5.0	-7.6	-6.0	nt	2.0	-20.9	-85.8	-31.5
CCOC(=O)C(C)NC(=O)c1cn(-c2ccc(OC)cc2)c(=O)c2ccccc12 (stereo not drawn)	15.3	1.1	-10.3	-20.0	-0.1	3.7	15.4	3.9	0.5	12.2	11.8
COc1ccc(Br)cc1CN1CCN(c2ncccn2)CC1	5.8	5.2	0.8	-2.7	11.2	-1.9	1.9	0.2	-12.0	5.7	-13.2
CC1(C)OC(=O)C(=NNc2ccc(Br)cc2)C(=O)O1	-73.5	-1.7	-36.0	-5.2	21.5	0.9	-5.3	3.2	-9.2	-115.0	-3.2
CCNc1ccc(S(=O)(=O)N(C)C)cc1NCC(=O)Nc1ccccc1Cl	8.6	7.0	14.9	3.1	-5.1	3.0	6.2	-0.1	0.3	-2.6	-15.0
O=C1CCCN1CCCNc1ncnc2c1[nH]c1ccccc12	17.3	-2.9	4.9	-3.2	-17.8	1.5	-6.5	17.8	18.1	10.5	-2.5
COCCCNC(=O)CNC(=O)c1nn(-c2ccc(OC)c(Cl)c2)c(=O)c2ccccc12	1.7	-2.4	-12.3	-18.8	5.3	8.9	7.7	1.3	-3.8	6.4	-61.0
COC(=O)C1(CC2CC(c3ccc(Cl)cc3)=NO2)CCN(C(=O)OC(C)(C)C)CC1 (stereo not drawn)	-20.2	3.4	12.5	-4.6	-2.4	-3.0	8.6	-2.3	-9.0	1.1	11.9
CCCC1(C(=O)OC)NC(c2ccco2)C2C(=O)N(C)C(=O)C21 (stereo not drawn)	-5.1	-0.1	3.6	-4.6	9.3	-7.9	1.9	-6.6	-2.9	4.3	7.8

Part of the list above, limited to CaV13 FRET inh and Shn3 3UTR inh:
Compound,CaV13 FRET inh,Shn3 3UTR inh
CC1(C)OC(=O)C(=NNc2ccc(Br)cc2)C(=O)O1,-5.2,-36.0
COCCCNC(=O)CNC(=O)c1nn(-c2ccc(OC)c(Cl)c2)c(=O)c2ccccc12,-18.8,-12.3

(next part)
SMILES	Peg3 promoter	NR2E3 ag-1	Shn3 3UTR inh	CaV13 FRET inh	CF NFkB inh	PDI inh	Vif inh	KKLEB cytotox	MITF TRPM1 inh	HIF-2a inh	NR2E3 ag-2
Cc1cnc(NC(=O)CCCSc2nc3ccccc3s2)s1	-0.4	5.6	-2.4	-3.4	22.9	-5.0	10.4	0.1	12.2	-0.1	13.9
COc1ccc(NC(=O)c2cccnc2Nc2ccccc2)cc1	-21.3	2.1	5.0	-9.7	14.2	-3.0	5.9	-4.9	-13.3	-56.9	-34.4
c1ccc(-c2cc3c(NCC4COc5ccccc5O4)ncnc3s2)cc1 (stereo not drawn)	9.6	2.5	8.3	-1.8	-1.3	24.0	-30.3	-1.4	-6.5	1.1	28.0
O=C(Nc1ccc(-n2ccnc2P(=O)(O)c2ccccc2)cc1)c1ccccc1Br	-19.7	1.5	1.3	nt	-9.7	3.4	nt	-4.6	0.9	4.9	-6.5
COc1cc(C(=O)N2CCCCCCC2)ccc1OC1CCN(C(C)=O)CC1	-73.8	-1.8	-17.0	-2.7	-10.0	-22.6	nt	5.1	-19.4	-105.5	-59.0
COc1ccc(CC(=O)N[C@@H]2c3cc(OC)c(OC)cc3C[C@H]2O)cc1	0.2	nt	-6.9	-4.5	0.9	0.8	5.6	-6.7	-0.7	-4.1	3.0
COc1ccc(/C(C)=N/NC(=O)CNC(=O)c2cccs2)cc1OC	6.2	3.7	4.9	-11.9	11.9	-6.6	-5.1	-5.5	5.2	6.4	-9.5
COc1ccc(Cl)cc1NC(=O)CSc1nc(N2CCOCC2)nc(N2CCOCC2)n1	33.1	2.1	12.0	-3.1	7.3	2.0	-1.7	3.1	1.3	13.8	-2.5
FC(F)Oc1ccccc1NC(=S)Nc1cccc(Cl)c1Cl	26.8	3.1	2.8	-4.4	2.1	16.2	-3.8	-6.6	-4.1	17.2	-7.5
CC(C)CC(=O)N1CCN(Cc2ccc(Br)cc2)CC1	10.9	-0.1	2.2	-20.0	1.5	-10.3	-12.3	-1.2	-4.9	5.9	-21.4
Cc1ccc(C)c(-n2cc(CN3CCN(C(=O)c4ncn[nH]4)CC3)c(-c3ccccc3)n2)c1	14.9	3.1	10.2	0.1	7.0	5.3	-1.1	11.8	2.2	17.0	3.1
COc1ccc(/C=C2\CCCC3C2=NN(C(=O)c2ccco2)C3c2ccc(OC)c(OC)c2)cc1OC (stereo not drawn)	7.0	-0.5	2.7	-2.2	-4.1	-9.8	-4.5	-3.9	-2.5	19.6	-3.9
